GLP1R cytotox – cytotoxicity counter-screen for GLP-1 receptor inverse agonists; actives 0.13% (n = 410,000); AID 624418; HEK293 cAMP-luciferase reporter cells, luminescence, 24 h; Potency, µM (highest dose often 38.3 µM), for inactives: at the top dose activity change, negative = inhibition, hits mostly inhibitors;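 further: loss of luciferase light is scored as toxicity; potency means the concentration at half of the fitted maximal effect; on the % scale 0 is the no-effect control and ±100 the full control effect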
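MLSMR compounds, 24 hr on cells at 37 deg C/5% CO2; luminescence after luciferase reagent (12 min RT). Inhibition counted as the undesired cytotoxic outcome.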
KB-3-1 cytotox – kills parental KB-3-1 adenocarcinoma cells | Potency, µM (series often up to 46.1 µM), without a hit: top-dose activity change, negative = cytotoxic, most hits filed as cytotoxic | KB-3-1 viability, CellTiter-Glo ATP luminescence, 72 h | AID 1347075 | actives 1.4% (n = 400,000); further: potency means the concentration at half of the fitted maximal effect; on the % scale 0 is the no-effect control and ±100 the full control effect; nearly all actives have a fitted effect of over 60% in size
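Parental KB-3-1 adenocarcinoma cells in phenol-red-free DMEM with 10% FBS were pin-treated with compounds at several concentrations, incubated 72 h at 37 °C, and viability read by CellTiter-Glo luminescence; concentration-effect curves were fitted after normalization.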
HT1080 IDH1KD tx – HT-1080 IDH1 knockdown cell toxicity (counter line); actives 2% (n = 360,000); HT-1080 IDH1 knockdown viability, ATP luminescence, 48 h; Potency, µM (highest dose often 46.1 µM), for the others: at the top dose activity, negative = toxicity, usual class: cytotoxic;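 further: potency means the concentration at half of the fitted maximal effect; 0% = DMSO wells and -100% = cell-free medium wells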
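Using the IDH1-knockdown HT-1080 line run in the same batch and compound series as the NT line, viability after 48 h at 37 °C was determined by CellTiter-Glo luminescence and expressed as % activity.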
MCF10A rerep – inducers of DNA re-replication in MCF 10A breast cells; Potency, µM (series often up to 46.1 µM), for the others: at the top dose activity, positive = re-replication, hits mostly activators; MCF 10A DNA re-replication, Hoechst nuclear intensity, 48 h; actives 2.9% (n = 350,000); AID 624296; further: potency means the concentration at half of the fitted maximal effect; % of control where 0% means no effect; nearly all actives have a fitted effect of over 50% in size
DRD3 agonist – D3 dopamine receptor (human) agonism | D3R DiscoveRx beta-arrestin cells, luminescence, 90 min | P35462 | actives 0.58% (n = 410,000) | max activation, %; in the data active means max activation above about 30%; further: 0% is about no effect; mostly tested at two doses, the higher about 12 µM
Target sequence (P35462 whole entry, looked up): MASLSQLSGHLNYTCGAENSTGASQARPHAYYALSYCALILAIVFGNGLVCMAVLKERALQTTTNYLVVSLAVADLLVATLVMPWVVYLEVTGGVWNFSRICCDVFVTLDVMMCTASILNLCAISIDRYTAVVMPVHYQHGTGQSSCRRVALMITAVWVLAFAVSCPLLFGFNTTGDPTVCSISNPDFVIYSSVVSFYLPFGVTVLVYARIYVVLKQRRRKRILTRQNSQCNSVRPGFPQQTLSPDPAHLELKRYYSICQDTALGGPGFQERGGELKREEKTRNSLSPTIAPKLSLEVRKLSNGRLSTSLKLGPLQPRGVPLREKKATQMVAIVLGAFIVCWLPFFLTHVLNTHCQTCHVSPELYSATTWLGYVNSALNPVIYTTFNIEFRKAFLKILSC
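Cells at 1500/well, incubated overnight, then treated with pinned compounds (dopamine as control) for 90 min at 37 degrees C. DiscoveRx reagent added for 30 - 60 minutes at room temperature; luminescence read.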
HT1080NT lethal – kills 2HG-producing HT-1080-NT fibrosarcoma cells | Potency, µM (doses to about 46.1 µM), for inactives: at the highest dose activity, negative = less viability, most hits filed as cytotoxic | actives 1.6% (n = 360,000) | HT-1080-NT fibrosarcoma viability, CellTiter-Glo ATP luminescence, 48 h;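 further: NT is the 2HG producing partner of a matched IDH1 knockdown line; potency means the concentration at half of the fitted maximal effect; 0% = DMSO-treated cells and -100% = media-only wells without cells; nearly all actives have a fitted effect of over 55% in size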
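HT-1080-NT fibrosarcoma cells (2HG-overproducing), 750 cells/well in RPMI with 5% FBS, dosed after 2 h and incubated 48 h at 37C. CellTiter-Glo luminescence normalized to DMSO and no-cell wells; concentration-response curves fitted and classed.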
SW480 rerep – DNA re-replication induction in SW480 cells | SW480 DNA re-replication, Hoechst DNA content imaging, 48 h | Potency, µM (doses to about 46.1 µM), inactives show top-dose re-replication activation, hits mostly activators | actives 1.8% (n = 340,000) | AID 624297; further: potency means the concentration at half of the fitted maximal effect; % of control where 0% means no effect; nearly all actives have a fitted effect of over 55% in size
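First, 250 cells per well were seeded. Next, compound or vehicle (23 nL) was pinned in, plates sat 48 hr at 37 C. Finally Hoechst was added for 40 min before fluorescence scanning.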
IL-1B inflam inh – inflammasome signaling inhibition, IL-1 beta readout; THP-1 LPS/ATP IL-1B secretion, AlphaLISA, 16 h; stronger effect = lower value; activity change, % at 57.5 µM; actives 4.7% (n = 360,000); AID 743279; in the data active means activity change below about -50%; inconclusive means mostly about -30% to -49%; further: on the % scale 0 is the no-effect control and ±100 the full control effect
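Secreted IL-1B measured by AlphaLISA bead assay after 16 h compound exposure of THP-1 cells; compounds (final up to 57.5 uM) added 1 h before LPS (250 ng/mL) and ATP (1.25 mM) stimulation; lower signal means less secretion.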
KB-V1 cytotox – kills drug-selected multidrug resistant KB-V1 cells; KB-V1 MDR cells viability, CellTiter-Glo, 72 h; Potency, µM (top dose mostly 46.1 µM), inactives show at the top dose activity change, negative = cytotoxicity, usual class: cytotoxic; actives 3.4% (n = 400,000); AID 1347076; further: potency means the concentration at half of the fitted maximal effect; on the % scale 0 is the no-effect control and ±100 the full control effect; nearly all actives have a fitted effect of over 60% in size
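KB-V1 cells (P-gp-expressing MDR subline of KB-3-1) in phenol-red-free DMEM with 10% FBS were exposed to library compounds over a concentration series for 72 h at 37 degrees C. Viability read by CellTiter-Glo luminescence; concentration-effect curves fitted after normalization.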
The depositor's hits bear a star; ? = inconclusive; nt = not tested or not shown; [ ] = remark or other dose. Unless noted, the call rests on the fitted dose curve; in most records, active means well fitted curve in the direction sought with a large enough effect; inconclusive means small, poorly fitted or top-dose-only effect, or another doubt; inactive means no such curve, though single readings can be large; an effect the other way counts as inactive or inconclusive.

SMILES	GLP1R cytotox	KB-3-1 cytotox	HT1080 IDH1KD tx	MCF10A rerep	DRD3 agonist	HT1080NT lethal	SW480 rerep	IL-1B inflam inh	KB-V1 cytotox
CCOC(=O)c1cnc2ccc(Br)cc2c1NCC(C)O (stereo not given)	-6%	-4%	13%	-2%	3	16%	-9%	5	1%
Cc1cc(C)c(C(=O)N(C)C2CCCN(Cc3ccccc3F)C2)o1 (stereo not given)	0%	13%	13%	-1%	-7	14%	-9%	-9	1%
COc1ccc(S(=O)(=O)N(C)C[C@H]2Oc3ccc(NC(=O)Nc4ccc(C(F)(F)F)cc4)cc3C(=O)N([C@H](C)CO)C[C@@H]2C)cc1	-33%	?	?	11%	8	?	4%	-15	-9%
CCCCCC1CC(CC(=O)Nc2ccc([N+](=O)[O-])cc2)C(=O)O1 (stereo not given)	-21%	-4%	-2%	16%	-5	6%	-7%	?	11%
O=C(Nc1ccccc1)c1cc2ccccc2s1	0%	-29%	-20%	0%	-14	?	-1%	19	-2%
O=C(c1cnn2c(C(F)(F)F)cc(-c3ccc4c(c3)OCO4)nc12)N1CCCC1	4%	-7%	6%	?	3	4%	-16%	7	-27%
CCC1(C(=O)O)NC(c2cc(OC)ccc2O)C2C(=O)N(Cc3ccccc3)C(=O)C21 (stereo not given)	-22%	8%	-3%	5%	-1	0%	0%	5	?
COc1ccc(Oc2coc3cc(OC(=O)c4cccs4)ccc3c2=O)cc1	-1%	2%	7%[9.24 µM]	0%	4	4%	-5%	11	2%
COCCNC(=O)c1onc(CSc2cc(C)ccc2C)c1C(=O)O	-11%	-3%	-20%	-21%	-11	-7%	-8%	0	8%
Cc1cccc(N2CCN(C(=O)CCN3C(=S)NC(C)(C)CC3C)CC2)c1C (stereo not given)	-9%[0.307 µM]	-22%	-17%	14%	3	-26%	-6%	-23	4.1µM*
COc1cc(OC)cc(C(=O)Nc2ccc(N3CCOCC3)cc2N2CCOCC2)c1	-5%	4%	8%	-1%	3	0%	-8%	-18	?
CCOCCc1nnc(NC(=O)CS(=O)(=O)Cc2ccccc2)s1	-9%	0%	11%	0%	0	11%	-10%	-8	5%
COC(=O)[C@@H](NCc1cccc(CN([C@H](C(=O)OC)C(C)C)S(C)(=O)=O)c1)C(C)C	20%	9%	9%	-14%	-3	12%	-1%	0	-1%
CCNC(=S)Nc1ccc(OCc2nc3ccccc3s2)cc1	?	-10%	-11%	20%	-3	-9%	-13%[9.22 µM]	9	0%
Cc1ccc(NC(=S)NCc2ccccn2)cc1	?	0%	2%	-3%	-3	-2%	-7%	-10	0%
C=CCn1c(NC(=O)c2ccc(Br)o2)c(S(=O)(=O)c2ccccc2)c2nc3ccccc3nc21	4%	-9%	-3%	12µM*	10	-6%	17%	38	?
CN(CC(=O)Nc1ccccc1F)CC(=O)Nc1ccccc1Br	-1%	8%	12%	0%	8	14%	-6%	17	?
Cn1c(CO)cnc1SCC(=O)c1ccc(F)cc1	-13%	2%	11%	0%	-1	13%	4%	-3	12%
Cc1ccccc1OCC(=O)NCCNC(=O)c1ccncc1	-2%	1%	2%	-9%	-10	5%	-4%	-4	-6%
CCN1CCSc2ccc(C(=O)NC(C)c3ccccc3)cc21 (stereo not given)	20%	-14%	nt	nt	-18	nt	nt	nt	6%
COc1cc(OC)c(OC)cc1/C=N/NC(=O)c1ccc2nc[nH]c2c1	-3%	-8%	13%	0%	-3	0%	2%	-12	-5%
CC(=O)NC1C(=O)N=C(SCc2ccccc2)NC1=O (stereo not given)	-6%	0%	12%	-2%	1	11%	-4%	9	?
O=C(Nc1ccccc1F)c1ccc(Br)o1	-1%	0%	2%	9%	1	16%	-12%	5	-10%
CCOc1ccc(NC(=S)NC(=O)/C=C/c2ccc(Br)cc2)c([N+](=O)[O-])c1	-8%	-17%	8%	?	-11	22%	-56%	-8	-23%
C[C@H](NC(=O)NCc1ccc(F)cc1)C(=O)O	24%	0%	1%	-9%	-3	-3%	?	-7	-7%
Continued:
SMILES	GLP1R cytotox	KB-3-1 cytotox	HT1080 IDH1KD tx	MCF10A rerep	DRD3 agonist	HT1080NT lethal	SW480 rerep	IL-1B inflam inh	KB-V1 cytotox
[N-]=[N+]=CC(=O)C(c1ccccc1)(c1ccccc1)c1ccccc1	0%	1%	1%	-3%	-7	4%	-13%	nt	?
Cc1ccc(C(=O)CCC(=O)OCC(=O)N2c3ccccc3NC(=O)C2(C)C)cc1	8%	-13%	19%	-1%	6	8%	0%	3	14%
O=C(CCC1CCCCC1)Nc1ccc(S(=O)(=O)Nc2nccs2)cc1	-5%	-2%	-5%	-2%	20	8%	-8%	-26	16%
O=C(COC(=O)c1cc[n+]([O-])cc1)Nc1cccc(Cl)c1Cl	-3%	-4%	4%	-28%	-9	0%	-9%	-6	-15%
Cc1ccc(C(C)C)c(OCC(O)CN2CCN(CCO)CC2)c1 (stereo not given)	-16%	-30%	-3%	12%	-20	-1%	-6%	-19	-2%
CC(=O)Nc1ccc(S(=O)(=O)N[C@@H](C)C(=O)Nc2ccc(N3CCOCC3)cc2)cc1	77%[activator]	13%	-2%	9%	-5	-1%	3%	0	7%
O=S(=O)(CCc1ccncc1)c1ccc(Cl)cc1	-10%	0%	-11%	-2%	-1	7%	1%	24	7%
CCCS(=O)(=O)N1CCCC(C(=O)c2cccc(Cl)c2)C1 (stereo not given)	1%	12%	-1%	5%	-10	1%	0%	26	-41%
Cc1ccc(NC(=O)C2(C)CCN2C2Cc3ccccc3C2)cc1 (stereo not given)	-6%	-3%	-26%	nt	-4	?	nt	35	-10%
CCOC(=O)NC(=O)c1cn(-c2ccc(OC)cc2)c(=O)[nH]c1=O	1%	0%	-3%	-2%	1	1%	-4%	1	9%
CC1(C(=O)NCCc2c[nH]c3ccccc23)CCN1Cc1csc2ccccc12 (stereo not given)	-1%	0%	-11%	nt	-9	13%	nt	23	-16%
COc1ccc(CCNC(=O)C2CC(=O)N(c3ccc(F)cc3)C2)cc1OC (stereo not given)	-3%	11%	3%	5%	-1	-8%	-4%	5	?
O=C(NCCN1CCCCC1)c1cc(OCC(F)(F)F)ccc1OCC(F)(F)F	-14%	4%	8%	0%	1	4%	4%	-19	-23%
COc1cc(C(=O)NCCC(=O)NCc2cccs2)cc(OC)c1OC	3%	1%	-11%	nt	-10	-12%	nt	10	24%
C[C@H](NC(=O)[C@H]1N2C(=O)c3ccccc3C2SC1(C)C)C(=O)N1CCC[C@H]1CO (stereo not given in full)	0%	0%	0%	0%	-14	-1%	?	7	-2%
CC(C)(C)CC(=O)Nc1nnc(C(F)(F)F)s1	6%	6%	-14%	-1%	7	-14%	8%	18	-1%
COc1ccc(NC(=O)c2sc3nc4n(c(=O)c3c2C)CCC4)c(OC)c1	16%	6%	nt	nt	-10	nt	nt	nt	3%
Cc1ccccc1CNC(=O)CN1C(=O)C2CCCCN2c2ccc(C(=O)N3CCCC3)cc21 (stereo not given)	-4%	-2%	nt	nt	-1	nt	nt	nt	10%
Cc1c(Cl)cccc1NC(=S)N1CCc2ccccc2C1	?	21%	-3%	-6%	-12	0%	5%	11	0%
C#CC(C)(C)NC(=O)c1sccc1Oc1ccc(F)cc1[N+](=O)[O-]	24%	-1%	-7%	-8%	-11	-9%	-15%	10	?
CCOC(=O)CCCCC1C(CCCC(=O)OCC)C=NN1C (stereo not given)	12%	13%	1%	8%	-7	18%	?	7	?
Cc1ccc(N2CCN(C(=O)c3cn(C)c4ccc(S(=O)(=O)N(C)C5CCCCC5)cc4c3=O)CC2C)cc1 (stereo not given)	-2%	?	nt	nt	4	nt	nt	nt	10%
CN(CCO)c1ccc2c(c1)OC[C@H](Cc1ccccc1)NS2(=O)=O	2%	3%	5%	nt	2	9%	nt	34	?
Cc1ccc(S(=O)(=O)N2[C@@H](c3cccc(C)c3)C(C(=O)O)=C[C@H]2C(C)(C)C)cc1	-5%	-2%	-8%	-8%	4	-16%	-11%[9.22 µM]	36	19%
CCOC(=O)C(C)/C(C)=N\Nc1ccc([N+](=O)[O-])cc1[N+](=O)[O-] (stereo not given)	-15%	-3%	-22%	1%	12	-1%	4%	20	-19%

Looked up by compound from the list above, 2 records:
SMILES	GLP1R cytotox	KB-3-1 cytotox	HT1080 IDH1KD tx	MCF10A rerep	DRD3 agonist	HT1080NT lethal	SW480 rerep	IL-1B inflam inh	KB-V1 cytotox
O=C(Nc1ccccc1)c1cc2ccccc2s1	0%	-29%	-20%	0%	-14	?	-1%	19	-2%
COc1ccc(S(=O)(=O)N(C)C[C@H]2Oc3ccc(NC(=O)Nc4ccc(C(F)(F)F)cc4)cc3C(=O)N([C@H](C)CO)C[C@@H]2C)cc1	-33%	?	?	11%	8	?	4%	-15	-9%

(list continues)
SMILES	GLP1R cytotox	KB-3-1 cytotox	HT1080 IDH1KD tx	MCF10A rerep	DRD3 agonist	HT1080NT lethal	SW480 rerep	IL-1B inflam inh	KB-V1 cytotox
COc1ccc(CNC(=O)c2ccc(Cl)c(S(=O)(=O)N3CCCCCC3)c2)cc1	0%	-12%	-8%	nt	1	-1%	nt	3	?
COCCn1c(SC(C)C(=O)Nc2ccc(Cl)cn2)nnc1-c1ccncc1 (stereo not given)	11%	-1%	8%	3%	3	16%	-2%	35	?
O=C(Nc1ccc(Cl)c(C(F)(F)F)c1)c1ccco1	-3%	-12%	-1%	?	-1	-5%	15%	?	?
CCOC(=O)C1(CCCc2ccccc2)CCN(Cc2cnc(C)s2)CC1	-10%	-24%	?	?	-15	18µM*	4%	-88*	?
Clc1ccccc1NN(Cc1ccccn1)c1ccccc1Cl	-4%	0%	-7%	nt	3	-1%	nt	50	-22%
CCCOCCOC(=O)C1=C(C)NC(=O)NC1c1cc(Cl)c(O)c(OC)c1 (stereo not given)	-1%	16%	7%	8%	13	0%	-4%	5	1%
Cc1cc(C)n(CC(C)NCc2cn[nH]c2-c2cccc3ccccc23)n1 (stereo not given)	-9%	5%	-9%	-1%	-4	1%	11%	-10	0%

Source: PubChem BioAssay
